From PubChem BioAssay
CRFR2-BP antag – blocks CRF-induced signaling of the CRF-BP/CRF-R2 complex; HEK293 CRF-R2/CRF-BP, CRF-induced calcium fluorescence; inhibition, % at 11.8 µM; 350,000 tested, 0.59% active;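 active means inhibition of the ligand-induced calcium signal above about 50% at the single tested concentration, limit read from the data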
IMP-1 inh – inhibitors of Pseudomonas aeruginosa IMP-1 metallo-beta-lactamase; purified IMP-1, nitrocefin hydrolysis, epi-absorbance fluorescence; inhibition, % at 5.6 µM; 290,000 tested, 0.45% active; AID 1556;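 active means inhibition above the mean plus 3 SD of all compounds in the same screening run, cut at about 4.5% in these data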;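 further: 0% = IMP-1 with DMSO and 100% = DMSO wells lacking enzyme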
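System: Purified IMP-1 | Read-out basis: Percent enzyme inhibition | Controls: IMP-1 with DMSO as 0%, enzyme-free DMSO as 100% | Replicates: One well per compound | Doses: 5.6 µM nominal single concentration | Detection: Epi-absorbance fluorescence, 480 nm excitation, 530 nm emission | Incubation: 25 °C, 15 min preincubation, 25 min reaction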
pCIP destab – lowers stability of the mouse p/CIP coactivator protein | Q05BA5 | F442A p/CIP-EGFP cells, EGFP fluorescence, 16 h | decrease of EGFP signal, % at 10 µM | 290,000 tested, 0.01% active;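 active means EGFP signal decrease of at least 30% at 10 µM or well 3 SD below plate mean, unless failing retest; inactive means the rest, including hits failing retest or dose response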; further: some compounds called inactive have numbers as strong as hits; many of its hits are not listed in these tables
HCV NS3 hel inh – blocks Hepatitis C virus NS3 helicase unwinding | NS3 helicase DNA unwinding, Cy5 molecular beacon fluorescence | inhibition, % at 10.9 µM | 290,000 tested, 0.56% active | AID 1800;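 active means inhibition above the mean of all tested compounds plus 3 SD, set per campaign, cut at about 35% in these data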;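 further: 0% = DMSO wells and 100% = thioflavine S control wells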
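Compound dosing – single dose, 10.9 µM nominal final, DMSO 0.8% final · System – NS3 helicase fragment of HCV · Buffer or medium – MOPS pH 6.5, MgCl2, DTT, Tween20, BSA · Signal – Cy5 beacon fluorescence read at start and 1 h · Also added – annealed dual-labelled DNA beacon duplex, ATP-started · Schedule – 1 h at 25 °C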
UBC9 SUMO inh – SUMOylation inhibition. HTRF SUMOylation assay, SAE1/SAE2 + UBC9, in vitro. 290,000 tested, 0.36% active. inhibition, % at 35 µM; in the data active means inhibition above about 50%, passing the limit was not always enough; further: strong numbers were not always called active
GalR3 antag – antagonists of human GalR3; HEK293 GalR3-CNG cAMP membrane potential fluorescence; galR3 body fused to GalR1 C-terminus; inhibition, % at 3 µM; 360,000 tested, 0.44% active; O60755;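 active means inhibition above the screen-wide average plus 3 SD, cut at about 13% in these data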;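 further: forskolin and galanin both at EC90 stimulate the cells; cAMP rise reported by CNG channel membrane potential dye signal; 0% = forskolin plus galanin with DMSO and 100% = forskolin alone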
IDE cell inh – inhibits human insulin-degrading enzyme in HEK cells. FAbetaB cleavage, fluorescence polarization. 320,000 tested, 0.41% active. AID 434962. inhibition, % at 5.59 µM;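 active means percent inhibition above the average of all tested compounds plus 3 SD, set per screening campaign, cut at about 16% in these data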;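 further: IDE supplied by intact live HEK cells; FP after avidin binding of uncleaved biotin substrate so inhibition keeps polarization high; 0% = DMSO wells and 100% = 60 µM reference IDE inhibitor Ii1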
Target sequence (P14735 whole entry, looked up): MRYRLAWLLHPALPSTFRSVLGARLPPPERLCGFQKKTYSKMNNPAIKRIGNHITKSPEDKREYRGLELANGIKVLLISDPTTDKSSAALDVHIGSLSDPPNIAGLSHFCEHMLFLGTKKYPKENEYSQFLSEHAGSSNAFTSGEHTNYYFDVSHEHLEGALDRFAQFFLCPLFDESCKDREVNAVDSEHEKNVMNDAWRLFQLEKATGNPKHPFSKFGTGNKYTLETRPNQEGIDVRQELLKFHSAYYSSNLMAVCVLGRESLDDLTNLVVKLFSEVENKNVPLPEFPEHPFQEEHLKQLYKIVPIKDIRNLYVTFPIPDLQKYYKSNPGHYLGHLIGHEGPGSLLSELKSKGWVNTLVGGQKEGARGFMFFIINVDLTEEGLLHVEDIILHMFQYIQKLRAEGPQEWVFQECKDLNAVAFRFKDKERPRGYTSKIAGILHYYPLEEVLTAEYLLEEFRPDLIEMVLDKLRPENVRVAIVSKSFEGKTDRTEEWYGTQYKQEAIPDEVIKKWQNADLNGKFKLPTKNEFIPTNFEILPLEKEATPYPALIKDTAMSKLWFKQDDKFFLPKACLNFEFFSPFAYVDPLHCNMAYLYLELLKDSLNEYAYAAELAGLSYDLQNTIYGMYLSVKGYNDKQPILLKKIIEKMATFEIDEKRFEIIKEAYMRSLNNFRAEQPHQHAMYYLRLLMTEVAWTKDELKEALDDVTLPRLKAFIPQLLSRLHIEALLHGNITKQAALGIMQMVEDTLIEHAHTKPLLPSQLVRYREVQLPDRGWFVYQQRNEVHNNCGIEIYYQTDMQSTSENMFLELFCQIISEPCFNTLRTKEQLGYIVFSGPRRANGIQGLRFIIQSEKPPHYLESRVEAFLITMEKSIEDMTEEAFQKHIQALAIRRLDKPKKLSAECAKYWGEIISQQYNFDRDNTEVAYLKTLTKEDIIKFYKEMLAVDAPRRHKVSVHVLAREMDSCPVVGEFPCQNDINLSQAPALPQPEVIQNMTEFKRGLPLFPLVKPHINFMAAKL
IDE act – activators of human insulin-degrading enzyme in cells; P14735; HEK cells, FAbeta-B cleavage, fluorescence polarization; 0% vehicle, 100% cell-free pure enzyme wells; 340,000 tested, 0.073% active; activation, % at 5.96 µM;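 active means activation above the mean of all tested compounds plus 3 SD, set per screening campaign, cut at about 17% in these data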
VIM-2 inhibitor – inhibitors of Pseudomonas aeruginosa VIM-2 metallo-beta-lactamase. purified VIM-2, nitrocefin hydrolysis, epi-absorbance fluorescence. AID 1527. 290,000 tested, 0.89% active. inhibition, % at 5.6 µM;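 active means inhibition above the mean of all tested compounds plus 3 SD, cutoff set per screening run, cut at about 7.5% in these data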;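 further: red hydrolysis product quenches plate fluorescence so inhibitors raise well fluorescence; 0% = enzyme with DMSO and 100% = DMSO without enzyme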
An asterisk follows results filed as active; . = not tested or not shown.

1. CCc1cc(C(=O)OC)c(NC(=O)CC2NCCNC2=O)s1 (stereo not given)
2. CCOc1ccc(-n2c(SC)nc3c(c2=O)SCC3)cc1
3. CC(C)OC(=O)CC(=O)c1sc2nc3c(cc2c1N)CN(C)CC3
4. CCOc1ccc(S(=O)(=O)NCCC(=O)NCc2cccnc2)cc1
5. CCSc1nnc(NC(=O)CSc2nnc(Cc3cccn3C)n2CCc2ccccc2)s1
6. Cc1ccc(CC(=O)O/N=C(\N)c2ccncc2)cc1
7. COc1ccc(C(C)=O)cc1COc1cccc2c1OC(C)(C)C2
8. COc1ccc(F)cc1S(=O)(=O)Nc1cc2c3c(c1)CCN3C(=O)CC2

assay / entry	1	2	3	4	5	6	7	8
IDE act	-3	3	.	-3	6	3	4	2
IMP-1 inh	-1.5	-2.9	0.7	.	0.1	0.3	-2.1	.
GalR3 antag	-4	-2	.	-1	-4	2	1	-3
HCV NS3 hel inh	9	10	8	.	26	-2	-6	.
IDE cell inh	-5	1	-5	1	1	-5	.	6
VIM-2 inhibitor	-2.1	-3.4	2.7	.	-4.4	0.7	-2.3	.
UBC9 SUMO inh	-12	19	31	.	-9	15	-4	.
pCIP destab	4	4	-27	.	4	-9	-1	.
CRFR2-BP antag	18	0	-72	3	-7	9	11	6

9. COCCSc1ccccc1C(=O)N1CCc2ccccc21
10. CCCN(CCC)C(=O)CSc1nc2n[nH]c(C)c2c(=N)n1-c1ccc(OC)cc1
11. CCOc1ccc2[nH]c3c(=O)n(CCC4=CCCCC4)cnc3c2c1
12. O=C(Nc1ccc(C(F)(F)F)cc1)c1cc(S(=O)(=O)NCC2COc3ccccc3O2)ccc1F (stereo not given)
13. COC(=O)[C@]1(Cc2ccccc2)N[C@H](CN(C)S(=O)(=O)c2ccc(OC(F)(F)F)cc2)[C@@H]2C(=O)N(C)C(=O)[C@@H]21
14. COc1ccccc1NC(=O)COC(=O)c1cnccn1
15. CCOC(=O)c1cnc2ccccc2c1Nc1ccc(C(=O)O)cc1
16. CNc1ccc(Br)cc(C(=O)/C=C/c2ccc(Cl)cc2Cl)c1=O

assay / entry	9	10	11	12	13	14	15	16
IDE act	-2	4	3	6	3	4	-2	-4
IMP-1 inh	-1.2	-1.9	0.7	-0.5	.	-3.0	-3.0	-0.5
GalR3 antag	-9	3	2	-5	-5	-5	-7	-1
HCV NS3 hel inh	-7	-2	23	-14	.	3	-7	38*
IDE cell inh	.	2	3	-6	7	0	-1	-5
VIM-2 inhibitor	0.0	-0.5	-1.3	1.2	.	-0.8	-3.3	-1.4
UBC9 SUMO inh	13	-5	-4	-16	.	11	7	41
pCIP destab	-8	-16	-7	-7	.	2	-4	-9
CRFR2-BP antag	-7	20	-2	-43	1	-18	-13	-20

17. CCCNC(=O)c1nc(C)n(-c2cc(Cl)cc(Cl)c2)n1
18. O=C(NN=Cc1c(F)cccc1F)c1ccccc1NS(=O)(=O)c1cccs1
19. Cc1noc(C)c1COC(=O)c1ccc2c(c1)OCCO2
20. COc1ccccc1NC(=O)C1CCN(S(=O)(=O)c2ccc3c(c2)NC(=O)C(C)S3)CC1 (stereo not given)
21. CCOC(=O)CNC(=S)N1CCn2c(nc3ccccc32)C1
22. COc1cc(CC(=O)OCC(=O)NCc2cccs2)cc(OC)c1OC
23. Cc1cc(NC(=O)CN(C)S(=O)(=O)c2cnc[nH]2)ccc1Br
24. O=C(Nc1ccc(Br)cc1)C1CCC(=O)N1Cc1ccccc1Cl (stereo not given)

assay / entry	17	18	19	20	21	22	23	24
IDE act	-8	4	1	-2	-1	3	7	6
IMP-1 inh	-1.8	.	-4.6	-2.4	-1.2	.	-2.8	-0.7
GalR3 antag	-4	-6	-2	-6	-6	-7	0	-3
HCV NS3 hel inh	3	.	-5	-1	9	.	1	2
IDE cell inh	3	3	4	-2	5	3	3	3
VIM-2 inhibitor	-1.6	.	-0.3	-1.3	-2.7	.	1.0	-2.5
UBC9 SUMO inh	15	.	0	22	6	.	8	-32
pCIP destab	-11	.	0	-23	-4	.	9	2
CRFR2-BP antag	-16	7	-12	1	3	3	-6	16

25. CCN(CC)S(=O)(=O)c1ccc2c(c1)nc(CCC(=O)OCC(=O)Nc1c(F)cccc1F)n2C
26. COc1ccccc1CNCC(O)(c1ccc(F)cc1)c1ccc(F)cc1
27. O=C(NCc1ccc2c(c1)OCO2)c1ccc(CSCc2ccccc2Cl)o1
28. Cc1c(Cl)cccc1N/C(=N/S(=O)(=O)c1cccs1)c1ccccc1
29. CC(=O)N1Cc2ccccc2C(C)CC12CCCCC2 (stereo not given)
30. COc1ccc(-c2[nH]ncc2/C=C(/C#N)C(=O)NC2CCCCC2)cc1
31. CCC(C)[C@H]1CNC(=S)N1CCc1cc(C(F)(F)F)cc(C(F)(F)F)c1 (stereo not given in full)
32. Cc1csc(NC(=O)CSc2nnc(-c3ccco3)n2C)n1

assay / entry	25	26	27	28	29	30	31	32
IDE act	-3	2	4	-2	3	-2	-2	8
IMP-1 inh	-2.0	-2.3	-1.9	-1.9	-4.6	-4.0	-3.7	-1.6
GalR3 antag	-3	-14	-2	-7	-1	-3	-6	-1
HCV NS3 hel inh	-1	-24	-7	-10	-1	-4	-4	-7
IDE cell inh	1	2	-1	1	7	5	5	0
VIM-2 inhibitor	-2.8	-2.7	-2.0	-1.4	-2.4	-4.4	-6.0	-0.1
UBC9 SUMO inh	0	10	-24	3	-2	-8	-28	-12
pCIP destab	-7	-5	-5	-13	1	-14	-3	-2
CRFR2-BP antag	12	-11	23	-11	-5	3	-6	-9

33. CC(=O)Nc1ccc(N2C(=O)CC(N3CC(C)OC(C)C3)C2=O)cc1 (stereo not given)
34. OCC[C@@H]1C[C@H](O)[C@@H](O)[C@]2(Cc3ccccc3O2)O1
35. Cc1cccc(OCc2nnc(SCC(=O)N3CCc4ccccc43)n2C)c1
36. COc1cccc(Nc2nc(N)c([N+](=O)[O-])c(N3CCOCC3)n2)c1
37. COc1cccc(CN2CCNC(=O)C2CC(=O)NCCCN2CCCC2=O)c1 (stereo not given)
38. CN(Cc1ccco1)C(=O)C(Cc1ccccc1)NS(=O)(=O)c1ccc2c(c1)CCC(=O)N2 (stereo not given)
39. O=C(O)COC(=O)C1C(c2ccccc2)C(C(=O)O)C1c1ccccc1 (stereo not given)
40. CC12C=CC3(CN(Cc4ccccc4)C(=O)C3C1C(=O)NCc1ccco1)O2 (stereo not given)

assay / entry	33	34	35	36	37	38	39	40
IDE act	2	4	-2	-3	9	-1	4	-1
IMP-1 inh	-4.3	-2.1	1.9	-0.5	-1.2	1.7	-2.5	-3.7
GalR3 antag	-1	.	-9	-13	-6	-4	-3	-6
HCV NS3 hel inh	3	10	-10	-2	1	3	0	19
IDE cell inh	0	-3	6	-5	-1	0	2	5
VIM-2 inhibitor	-0.4	0.5	0.8	-0.8	2.4	-3.4	-0.4	-2.6
UBC9 SUMO inh	-4	6	9	6	.	3	1	28
pCIP destab	-2	1	10	-4	8	-3	4	-12
CRFR2-BP antag	-2	5	2	0	-9	-3	-24	-3

Of the compounds above, three have a CF3 group.
12. O=C(Nc1ccc(C(F)(F)F)cc1)c1cc(S(=O)(=O)NCC2COc3ccccc3O2)ccc1F (stereo not given)
13. COC(=O)[C@]1(Cc2ccccc2)N[C@H](CN(C)S(=O)(=O)c2ccc(OC(F)(F)F)cc2)[C@@H]2C(=O)N(C)C(=O)[C@@H]21
31. CCC(C)[C@H]1CNC(=S)N1CCc1cc(C(F)(F)F)cc(C(F)(F)F)c1 (stereo not given in full)

assay / entry	12	13	31
IDE act	6	3	-2
IMP-1 inh	-0.5	.	-3.7
GalR3 antag	-5	-5	-6
HCV NS3 hel inh	-14	.	-4
IDE cell inh	-6	7	5
VIM-2 inhibitor	1.2	.	-6.0
UBC9 SUMO inh	-16	.	-28
pCIP destab	-7	.	-3
CRFR2-BP antag	-43	1	-6

Other entries follow:
41. Cc1ccc(-n2c(SCC(N)=O)nc3c(oc4ccccc43)c2=O)cc1
42. CC(=O)Nc1ccc(NS(=O)(=O)c2cc(-c3cnc(C4CC4)o3)ccc2C)cc1
43. Cc1ccnc(NC(=O)CCC2CCCCC2)c1
44. NC(=O)[C@@H]1[C@@H]2C(=O)N(c3ccc(F)cc3)C(=O)[C@@H]2[C@H]2C=Cc3ccccc3N21
45. O=C(c1cccc(Cl)c1)C1CCCN(Cc2ccc(N3CCNC3=O)cc2)C1 (stereo not given)
46. C#CCOCCOCCOCCNc1nc(N2CCN(C(=O)[C@H]([C@@H](C)CC)n3cc([C@@H](N)Cc4ccc(O)cc4)nn3)CC2)nc(N2CCN(C(=O)[C@H](Cc3cc4ccccc4[nH]3)n3cc([C@@H](N)C(C)CC)nn3)CC2)n1 (stereo not given in full)
47. NCCCC[C@H]1CN=C(N)N1CCc1cccc2ccccc12
48. O=c1c2cn[nH]c2[nH]c(=S)n1-c1ccccc1

assay / entry	41	42	43	44	45	46	47	48
IDE act	-2	-2	5	.	9	.	1	0
IMP-1 inh	-2.6	-0.7	-1.6	-2.2	-3.5	-3.5	.	-4.4
GalR3 antag	-4	-8	-10	-6	-5	.	-5	-3
HCV NS3 hel inh	5	2	-3	-20	-6	-67	.	2
IDE cell inh	-3	9	-2	-4	0	16	0	1
VIM-2 inhibitor	0.0	1.6	-0.9	-0.3	2.6	-3.2	.	-4.5
UBC9 SUMO inh	3	-22	-10	-23	3	-10	.	13
pCIP destab	-1	9	-7	3	-21	0	.	-10
CRFR2-BP antag	0	-19	-16	-16	-23	.	8	37

49. COc1ccc(-c2nc(SC)n(C(=O)c3ccco3)n2)cc1
50. Cc1ccc(S(=O)(=O)NC2=NCN(CCOC(=O)c3ccccc3)CN2)cc1
51. Cc1c(Cl)cccc1NC(=O)C1C2C=CC(C2)C1C(=O)O (stereo not given)
52. CCOc1ccccc1NC(=S)N1CCN(c2cccc(OC)c2)CC1
53. CC(C)Sc1nc2ncnc(N)c2[nH]1
54. O=C(O)CNc1ccccc1C(=O)O
55. COc1ccc(OC)c(S(=O)(=O)N(C)CC(=O)Nc2ccc3c(c2)OCO3)c1
56. O=C(N/N=C/c1cccc(O)c1)N/N=C/c1cccc(O)c1
57. Cc1ccc(-c2oc3ncnc(N)c3c2-c2ccc(C)cc2)cc1
58. CC1(C)CC(=O)C2=C(C1)OC1=C(C(=O)CC(C)(C)C1)C2c1cc([N+](=O)[O-])cc([N+](=O)[O-])c1O

assay / entry	49	50	51	52	53	54	55	56	57	58
IDE act	2	5	5	1	-1	1	5	-2	1	9
IMP-1 inh	-6.0	-0.2	-3.4	-3.2	-1.6	-2.5	-2.0	-0.8	-2.2	-2.2
GalR3 antag	-1	-4	-10	-3	-1	-5	-6	-8	-4	3
HCV NS3 hel inh	-1	-7	6	-5	-7	4	4	0	-6	43*
IDE cell inh	0	1	3	-2	1	-3	1	-4	2	5
VIM-2 inhibitor	-1.0	-0.1	-2.7	-0.8	-2.8	-1.7	0.9	-1.5	-3.9	-1.3
UBC9 SUMO inh	8	0	14	-16	14	13	-14	17	-6	8
pCIP destab	-12	0	-5	4	-11	-2	-8	-6	-4	-3
CRFR2-BP antag	-6	10	-11	12	-3	-12	38	-8	-43	23
